mIAP act – increases mouse intestinal alkaline phosphatase activity; activation factor at 10 µM; AID 2805; 330,000 compounds, 0.24% hits; muIAP, CDP-Star luminescence, 30 min; stronger effect = higher value; 1 = vehicle-only enzyme signal, 0 = enzyme-free wells;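 active means activation factor of at least 2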; further: the source names both 10 and 20 µM as test concentration; values of inactives mirror those of a sister screen read the other way
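Assay system: mouse IAP enzyme / Compound: DMSO-dissolved test compounds / Timing: 30 min, room temperature / Measured by: luminescence from enzymatic CDP-Star hydrolysis / Control set: DMSO-only wells, enzyme-free buffer wells as negative control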
A3A deaminase – blocks human APOBEC3A ssDNA deamination | AID 493011 | inhibition, % at 20 µM | recombinant A3A, FAM/TAMRA ssDNA deamination fluorescence | P31941 | 330,000 compounds, 0.41% hits;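 active means at least 40% inhibition at 20 µM here, with at most 30% in a related deaminase screen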;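 further: plate controls were A3A with DMSO for no effect and wells lacking A3A enzyme for full effect; some results filed as inactive read as strong as hits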
Target sequence (P31941 whole entry, looked up): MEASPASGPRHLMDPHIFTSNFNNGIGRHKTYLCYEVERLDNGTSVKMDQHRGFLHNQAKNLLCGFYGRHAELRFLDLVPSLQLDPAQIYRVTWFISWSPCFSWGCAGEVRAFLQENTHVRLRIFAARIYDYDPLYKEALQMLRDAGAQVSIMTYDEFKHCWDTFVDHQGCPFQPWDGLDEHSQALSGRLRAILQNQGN
mIAP inh – blocks mouse intestinal alkaline phosphatase | purified mouse IAP, CDP-Star luminescence, 30 min | inhibition, % at 10 µM | 330,000 compounds, 0.2% hits | AID 2806;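 active means inhibition of at least 40% at 10 µM in the primary screen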;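 further: plate controls were DMSO with enzyme for no effect and no enzyme wells for full effect; values of inactives mirror those of a sister screen read the other way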
HKDC1 inhibitor – blocks human hexokinase HKDC1 activity; Q2TB90; recombinant HKDC1, G6PDH/diaphorase resazurin coupled fluorescence; inhibition, % at 20 µM; 340,000 compounds, 0.16% hits;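 active means inhibition above about 35% when tested at 20 µM, limit read from the data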;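 further: plate controls were DMSO wells with enzyme for no effect and DMSO wells lacking enzyme for full effect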
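test system = in-house recombinant HK5 (HKDC1) enzyme | amount = HKDC1 at 5 µg/mL | control set = DMSO-enzyme wells negative, buffer-substituted wells positive | compound = one dose of 20 µM, 1% DMSO | schedule = reaction time 90 min, room temperature, protected from light | technique = resorufin fluorescence at 613 nm | reagent = glucose with 1 mM ATP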
hIAP activ – increases human intestinal alkaline phosphatase activity. purified human IAP, CDP-Star luminescence, 30 min; stronger effect = higher value; 1 = vehicle-only enzyme, 0 = enzyme-free background. P09923. AID 2524. activation factor at 10 µM. 330,000 compounds, 0.16% hits;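 active means activation factor of the enzyme at least 2-fold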; further: the source names both 10 and 20 µM as test concentration; values of inactives mirror those of a sister screen read the other way
Target sequence (P09923 whole entry, looked up): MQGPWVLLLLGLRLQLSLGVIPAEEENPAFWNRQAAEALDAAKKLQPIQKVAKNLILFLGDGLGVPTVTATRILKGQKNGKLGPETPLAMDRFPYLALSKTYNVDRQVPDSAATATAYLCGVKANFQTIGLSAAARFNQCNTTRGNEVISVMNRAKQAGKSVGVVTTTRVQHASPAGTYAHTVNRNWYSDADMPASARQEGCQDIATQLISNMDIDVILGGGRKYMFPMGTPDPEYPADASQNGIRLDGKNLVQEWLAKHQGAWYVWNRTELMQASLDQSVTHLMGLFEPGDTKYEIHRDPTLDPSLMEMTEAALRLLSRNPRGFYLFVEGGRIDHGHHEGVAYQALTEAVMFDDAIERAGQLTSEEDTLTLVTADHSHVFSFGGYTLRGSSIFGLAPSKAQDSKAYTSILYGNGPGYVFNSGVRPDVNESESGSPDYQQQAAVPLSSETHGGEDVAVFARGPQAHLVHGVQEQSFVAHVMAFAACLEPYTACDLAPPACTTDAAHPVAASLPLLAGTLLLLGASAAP
ATG4B inh – ATG4B (human) cysteine protease inhibition; ATG4B cleavage of LC3-PLA2, NBD-HPC fluorescence, 1 h; 340,000 compounds, 0.51% hits; inhibition, % at 8.33 µM; AID 504462; Q9Y4P1; in the data active means inhibition above about 40%
hIAP inh – blocks human intestinal alkaline phosphatase; inhibition, % at 10 µM; 330,000 compounds, 0.12% hits; purified IAP, CDP-Star luminescence, 30 min;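 active means inhibition reaching a set limit with compound at 10 µM in the primary screen, cut at about 35% in these data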;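 further: plate controls were DMSO wells with enzyme for no effect and no-enzyme buffer wells for full effect; values of inactives mirror those of a sister screen read the other way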
PfGluPho inh – PfG6PD (Plasmodium falciparum) enzyme inhibition; AID 504690; PfGluPho enzyme, NADPH resazurin-diaphorase fluorescence; inhibition, % at 20 µM; 350,000 compounds, 0.78% hits;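 active means inhibition reaching at least a set limit at 20 µM in the primary screen, cut at about 59% in these data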;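 further: 0% = DMSO wells with substrate and 100% = DMSO wells lacking glucose-6-phosphate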
An asterisk follows results filed as active; x = not tested or not shown.

Start of the listing, in advance:
#	mIAP act	A3A deaminase	mIAP inh	HKDC1 inhibitor	hIAP activ	ATG4B inh	hIAP inh	PfGluPho inh	mol
1	0.85	-6	15	-1	0.92	-7	8	16	Cc1nc(C)c(-c2ccc(SCc3ccc(Cl)cc3)nn2)s1
2	1	4	-5	-6	1.1	-6	-7	-3	CCOC(=O)c1ccc(NC(=O)CN2C(=O)CSC(C)C2=O)cc1 (stereo not given)

Main list (from the top)
#	mIAP act	A3A deaminase	mIAP inh	HKDC1 inhibitor	hIAP activ	ATG4B inh	hIAP inh	PfGluPho inh	mol
1	0.85	-6	15	-1	0.92	-7	8	16	Cc1nc(C)c(-c2ccc(SCc3ccc(Cl)cc3)nn2)s1
2	1	4	-5	-6	1.1	-6	-7	-3	CCOC(=O)c1ccc(NC(=O)CN2C(=O)CSC(C)C2=O)cc1 (stereo not given)
3	0.92	2	8	-6	1	2	-2	-5	O=C(NCCc1ccccc1)C(=O)NN=C1CCCC1
4	1	-3	0	2	1	-23	-4	-1	O=C(Nc1ccccc1)c1ccc(NCc2cccnc2)c(S(=O)(=O)N2CCOCC2)c1
5	0.91	3	9	-9	0.91	-1	9	-12	COC(=O)c1ccccc1NC(=O)/C=C/C(=O)O
6	1	-1	-4	7	0.94	-2	6	-2	Cc1cnc(C(=O)Nc2ccc(C)c(S(=O)(=O)N3CCCCCC3)c2)cn1
7	1	-10	-5	-8	1.1	-10	-9	1	CC(C)OCC(O)Cn1c(N2CCCC2)nc2c1c(=O)n(C)c(=O)n2C (stereo not given)
8	1.1	4	-7	-1	0.94	4	6	-11	O=C(CNC(=O)c1ccc2c(=O)n3c(nc2c1)CCC3)Nc1ccc(F)c(F)c1

Given with each value named: entries from further up
6) Cc1cnc(C(=O)Nc2ccc(C)c(S(=O)(=O)N3CCCCCC3)c2)cn1
  mIAP act = 1 | A3A deaminase = -1 | mIAP inh = -4 | HKDC1 inhibitor = 7 | hIAP activ = 0.94 | ATG4B inh = -2 | hIAP inh = 6 | PfGluPho inh = -2
7) CC(C)OCC(O)Cn1c(N2CCCC2)nc2c1c(=O)n(C)c(=O)n2C (stereo not given)
  mIAP act = 1 | A3A deaminase = -10 | mIAP inh = -5 | HKDC1 inhibitor = -8 | hIAP activ = 1.1 | ATG4B inh = -10 | hIAP inh = -9 | PfGluPho inh = 1

Next section.
#	mIAP act	A3A deaminase	mIAP inh	HKDC1 inhibitor	hIAP activ	ATG4B inh	hIAP inh	PfGluPho inh	mol
9	0.86	6	14	1	1.1	-2	-15	8	O=C1C=C(c2ccc(OC(F)(F)F)cc2)C[C@@H](c2ccc(F)cc2)C1
10	0.98	3	2	-1	0.92	-9	8	-4	CCN(CC)S(=O)(=O)c1cc(C(=O)Nc2cc(C)on2)ccc1Cl
11	1.1	-7	-9	-5	1.1	4	-12	30	CCNC(=S)NNc1nnc(-c2ccccc2)c(-c2ccccc2)n1
12	1	7	-2	15	1.1	1	-10	-14	Cc1ccc(CNC(=O)CSc2nc3ccsc3c(=O)n2Cc2ccc(C(=O)O)cc2)cc1
13	0.91	0	9	3	0.86	-8	14	55	COc1ccc(CCNc2cc(C)nc3c(-c4ccccc4)cnn23)cc1OC
14	0.96	-2	4	-9	0.81	-3	19	7	O=C(NCCc1ccccc1)c1ncn[nH]1
15	1	-8	-2	-4	1.1	9	-13	10	CCN(CC)CC(=O)N1CCCC(N2CCN(c3cccc(C(F)(F)F)c3)CC2)C1 (stereo not given)
16	0.95	-5	5	-3	1	-10	-1	-2	Cc1ccc(N(CC(=O)NC2CCCC2)C(=O)CCC(=O)Nc2nccs2)c(C)c1
17	1	1	0	-5	0.89	4	11	4	Cc1ccc(NC(=O)N2CCCCC2)cc1[N+](=O)[O-]
18	0.96	-1	4	-9	0.94	-14	6	0	COc1cc(OC)c(C(=O)NC2CCCc3ccccc32)cc1OC (stereo not given)
19	0.66	1	34	-2	0.99	-5	1	12	CC(C)(C)c1cc(C(=O)N/N=C/c2ccc([N+](=O)[O-])s2)n[nH]1
20	0.98	-3	2	-4	1.1	-5	-9	2	Cc1cc(C)n2nc(C(=O)OCC(=O)c3ccc(F)cc3)nc2n1
21	1	3	-5	-8	1.1	3	-8	5	CCC(CC)C(=O)c1c[nH]c(C(=O)OC)c1
22	0.89	-2	11	0	1.1	0	-7	-3	COc1cccc(OC)c1C(=O)Nc1ccc(N2CCN(C(=O)c3cccs3)CC2)cc1
23	1.1	-5	-9	-4	1	-8	0	1	Cc1ccccc1C(=O)Nc1ccc(C(=O)N/N=C/c2ccc(O)cc2)cc1
24	0.94	0	6	-5	0.92	-5	8	1	O=c1c2ccccc2nnn1CSc1nnc(COc2ccc(Cl)cc2)n1Cc1ccco1
25	0.97	-5	3	11	1	-5	-2	-2	Cc1cc(C(=O)N/N=C/c2ccncc2)c2ccccc2n1
26	1	0	0	-4	0.85	-1	15	-7	CCCCN(CC)S(=O)(=O)c1ccc2c(c1)n(C)c(=O)c(=O)n2C
27	1.1	-1	-8	2	0.93	-5	7	-1	CN1C(=O)/C(=C/c2ccc(C(F)(F)F)cc2)Sc2ccc(C(=O)N3CCN(c4ccccn4)CC3)cc21
28	1.2	-3	-15	4	1.1	-10	-7	-11	N#Cc1c2n(c3c(=O)n(Cc4ccc(Cl)cc4)cnc13)CCCCC2
29	0.94	-5	6	8	0.99	-17	1	68*	COC(=O)c1[nH]c2ccc(C)cc2c1NS(=O)(=O)c1ccc(F)cc1
30	0.9	0	10	-1	1.2	-2	-15	-50	CCCC1=NN2C(=N)/C(=C\c3cc(C)n(-c4cccc(C)c4)c3C)C(=O)N=C2S1
31	0.98	2	2	2	x	-2	x	29	COc1cc2oc(=O)cc(-c3cccc(-c4cccc(C)c4)c3)c2c(OC)c1OC
32	0.89	-4	11	-6	0.87	-4	13	7	CCOC(=O)N1CCN(S(=O)(=O)N2CCCC(C(=O)NCc3ccc(OC)cc3OC)C2)CC1 (stereo not given)
33	0.96	-3	4	-1	1	-16	-4	-6	CN(Cc1ccccc1)C(=O)CN1C(=O)c2ccc([N+](=O)[O-])cc2C1=O
34	1	4	-3	-4	1	-6	-2	-28	Cc1ccc(Cn2c(=O)oc3ccccc32)cc1
35	1	-7	-5	9	0.97	20	3	1	COc1cc2sc3ccc(-c4ccc5[nH]ccc5c4)cc3c(=O)c2cc1OC
36	0.98	-5	2	9	1.1	5	-9	9	CC(C)N1CCC2(CC1)N=C(c1ccc3c(c1)OCO3)CC(c1cc(Cl)ccc1O)N2 (stereo not given)
37	0.99	0	1	-10	0.99	2	1	-14	COc1ccc(C(=O)O/N=C(\N)Cc2ccc(Cl)cc2Cl)cc1OC
38	0.97	0	3	-4	1.2	-2	-23	-1	COc1ccc(C2=C(Nc3ccc(F)cc3)c3ccccc3C2=O)cc1
39	0.92	1	8	-2	0.87	1	13	31	COc1cc(/C=N/n2c(COc3ccccc3)n[nH]c2=S)cc(Br)c1O
40	0.97	-1	3	-6	1.1	-7	-8	6	CC1CCCN(C(=O)CCCC(=O)N2CCCC(C)C2)C1 (stereo not given)
41	0.92	-3	8	-2	1.1	-6	-5	9	Cc1cc(-c2cc(-c3ccccc3)on2)nc(NC2CCCC2)n1
42	1.1	3	-8	1	1.1	-20	-14	29	Cc1cc(C)cc(-n2nnn(C3C/C(=N/NC(N)=S)C4OCC3O4)c2=S)c1 (stereo not given)
43	1	-2	0	1	0.9	-25	10	2	O=C(ON=C1CCN(S(=O)(=O)c2ccccc2)CC1)c1ccc(F)cc1
44	1.1	-3	-7	4	1.2	13	-22	1	COc1cc(C(=O)NNC(=O)NC2CCCCC2)cc(OC)c1OC
45	0.91	-5	10	11	1	7	0	-10	COc1ccc(NC(=O)Nc2sc(NS(=O)(=O)c3ccccc3)nc2C)cc1
46	0.98	0	2	-6	1	27	-1	10	CCOC(=O)c1nc2ccccc2c(C)c1C
47	1	4	0	-6	1	-3	-4	-13	Cc1ccc2nc(N3CCOCC3)c(C=O)c(=O)n2c1
48	1.1	0	-5	2	1.1	2	-5	13	CC(C)(O)C#Cc1ccc(C(=O)N2CCCC(CNS(=O)(=O)c3cccs3)C2)o1 (stereo not given)
49	1	-2	0	-6	1.1	-4	-7	8	O=C(NCc1ccccc1)c1ccc(N2C(=O)C3CCCCC3C2=O)cc1 (stereo not given)
50	1	2	-4	-8	0.99	-2	1	1	Cc1cccc(S(=O)(=O)NCCc2cn3ccccc3n2)c1
51	0.97	-7	3	9	1.9	-5	-90	16	S=c1[nH]nc(-c2cc(-c3ccccc3)n[nH]2)n1/N=C/c1cccc(Cl)c1
52	0.84	-1	16	2	0.91	-6	9	9	O=[N+]([O-])c1ccc(OC/C=C2\Oc3ccc([N+](=O)[O-])cc3C2N2CCOCC2)cc1 (stereo not given)
53	1	-4	0	4	0.98	5	2	-2	Cc1cc(Cl)cc(C)c1OCCCCCn1ccnc1
54	0.97	0	3	2	0.88	-7	12	2	Cc1ccc(Sc2ncccc2C(=O)NCC(c2ccc(F)cc2)N2CCOCC2)cc1C (stereo not given)
55	0.89	1	11	-3	0.79	-6	21	32	O=C(N/N=C/c1cccc([N+](=O)[O-])c1)C1CC1c1ccccc1 (stereo not given)
56	1	-2	0	2	0.88	-18	12	2	COc1nc(NCC(C)C)nc(Oc2ccc(OCc3ccccc3)nn2)n1
57	1.1	3	-8	-7	0.92	-10	8	-5	CC1=C(C(=O)NCc2ccc3c(c2)OCO3)C2(CCC(C)CC2)OC1=O (stereo not given)
58	0.89	-5	11	15	1.1	-4	-14	-24	O=C(NNC(=O)c1cc2ccccc2cc1O)Nc1ccc(Br)cc1
59	0.96	1	4	-14	0.94	-11	6	-1	CC(C)c1ccc(N(C(=O)c2csnn2)C(C(=O)NC(C)(C)C)c2ccncc2)cc1 (stereo not given)
60	1	-1	-2	0	1.2	0	-22	5	COc1ccc(C2C3=C(CC(C)(C)CC3=O)N(CCN3CCOCC3)C3=C2C(=O)CC(C)(C)C3)cc1
61	0.94	7	6	7	1	-9	-2	6	CSCCC1NC2(C(=O)Nc3c(Cl)cccc32)[C@@H]2C(=O)N(C3CCCC3)C(=O)[C@H]12 (stereo not given in full)
62	1.1	-4	-11	-12	1.1	-6	-9	-5	O=S(=O)(c1ccc(OCC(O)CN2CCN(c3ccccc3)CC2)cc1)N1CCOCC1 (stereo not given)
63	0.98	0	2	-1	0.91	-15	10	2	CCOC(=O)Cc1csc(NC(NC(=O)OCC)(C(F)(F)F)C(F)(F)F)n1
64	0.94	-1	6	-6	0.93	2	7	-2	C#CCOC(=O)c1ccccc1C(=O)N(CC)CC

Assay outcomes (PubChem BioAssay)
